High-throughput results as filed in PubChem.
SIAE inh – human SIAE inhibitors, primary screen, biochemical, fluorescence polarization, FP-Rh probe, 1536-well HTS; Sialate O-acetylesterase (Homo sapiens), Q9HAT2; inhibition, % at 9.66 µM; AID 1053197, 2014; actives 0.69% (n = 370,000); SIAE FP-Rh probe binding;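 active = inhibition above a cutoff: mean of compounds within the control limits plus 3 SD of those, cut at about 17% in these data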;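 note: 0% = plate median of compound wells and 100% = probe without SIAE protein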
rCAG RNA binder – binders of r(CAG) RNA repeats, primary screen, biochemical, fluorescence; inhibition, % at 3 µM; actives 1.3% (n = 370,000); AID 651821, 2012; r(CAG) RNA repeat, TO-PRO-1 dye displacement fluorescence;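 active = inhibition above the plate cutoff, the mean of all test compounds on that plate plus 3 SD, cut at about 35% in these data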;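 note: 0% = DMSO alone and 100% = 100 µM mitoxantrone as full dye displacement; higher means more dye released from RNA so lower well fluorescence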
HTRA1 inh – HTRA1 serine protease inhibitors, primary screen, biochemical, fluorescence polarization, HTS; inhibition, % at 5.96 µM; actives 0.5% (n = 340,000); recombinant HTRA1, FP-rhodamine activity-based probe; AID 504803, 2011; in the data active = inhibition above about 36%;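 note: 0% = enzyme with DMSO and 100% = wells lacking enzyme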
Target sequence (Q92743 whole entry, looked up): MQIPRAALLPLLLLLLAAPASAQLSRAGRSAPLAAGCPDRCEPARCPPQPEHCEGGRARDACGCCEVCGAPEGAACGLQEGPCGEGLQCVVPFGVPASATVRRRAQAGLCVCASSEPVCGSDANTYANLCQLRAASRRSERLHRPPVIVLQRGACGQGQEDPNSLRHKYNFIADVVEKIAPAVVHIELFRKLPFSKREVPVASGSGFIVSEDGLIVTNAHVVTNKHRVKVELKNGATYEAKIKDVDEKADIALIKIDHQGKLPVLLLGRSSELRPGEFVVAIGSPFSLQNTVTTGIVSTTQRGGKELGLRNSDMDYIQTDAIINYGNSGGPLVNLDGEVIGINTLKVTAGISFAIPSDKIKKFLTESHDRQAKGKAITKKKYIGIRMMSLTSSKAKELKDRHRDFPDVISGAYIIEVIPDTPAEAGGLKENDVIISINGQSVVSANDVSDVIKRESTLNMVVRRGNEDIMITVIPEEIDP
NPR2 activator – human GC-B receptor activators, primary screen, HEK293 GC-B cells, cGMP TR-FRET, EC30 CNP; 0% at EC30 CNP, 100% saturating CNP; activation, % at 10 µM; actives 0.11% (n = 370,000);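 active = activation at 10 µM reaching about 35% in either raw or pattern-adjusted values, limit read from the data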
mABHD4 FP – ABHD4 inhibitors, primary screen, biochemical, fluorescence polarization, mouse; (Lyso)-N-acylphosphatidylethanolamine lipase (Mus musculus), Q8VD66; actives 0.54% (n = 370,000); inhibition, % at 8.92 µM; purified mABHD4, FP-Rh probe fluorescence polarization;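 active = inhibition exceeding the mean over every tested compound plus 3 SD, cut at about 30% in these data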;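 note: 0% = plate median of compound wells and 100% = S159A mutant with DMSO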
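Assay system: mouse ABHD4 enzyme, wild type / Also added: fluorescent activity-based probe FP-Rh / Doses: single nominal dose of 8.92 µM, 0.89% DMSO final / Timing: 45 min compound pre-incubation plus 60 min probe step, 25 °C / Signal: FP readout, ex 525 nm / em 598 nm / Control set: S159A mutant/DMSO as 100%, compound-well median as 0%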
TCR CD3 inh – inhibitors of human TCR-CD3 interaction, primary screen, biochemical, fluorescence, TAMRA-labeled TCR probe. T-cell receptor (TCR). inhibition, % at 9.4 µM. actives 0.37% (n = 360,000). AID 651800, 2012; in the data active = inhibition above about 19%;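 note: recombinant mutant TCR 2C K166C tagged with TAMRA read by polarization; 0% = receptor in buffer alone and 100% = receptor with positive control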
PRMT1 inh – PRMT1 methyltransferase inhibitors, primary screen, biochemical, fluorescence polarization; Protein arginine N-methyltransferase 1 (Homo sapiens), Q99873; recombinant PRMT1, activity-based probe fluorescence polarization; inhibition, % at 2.79 µM; actives 1.3% (n = 370,000);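 active = inhibition above about 21% made by adding two undisclosed values, limit read from the data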
Target sequence (Q99873 whole entry, looked up): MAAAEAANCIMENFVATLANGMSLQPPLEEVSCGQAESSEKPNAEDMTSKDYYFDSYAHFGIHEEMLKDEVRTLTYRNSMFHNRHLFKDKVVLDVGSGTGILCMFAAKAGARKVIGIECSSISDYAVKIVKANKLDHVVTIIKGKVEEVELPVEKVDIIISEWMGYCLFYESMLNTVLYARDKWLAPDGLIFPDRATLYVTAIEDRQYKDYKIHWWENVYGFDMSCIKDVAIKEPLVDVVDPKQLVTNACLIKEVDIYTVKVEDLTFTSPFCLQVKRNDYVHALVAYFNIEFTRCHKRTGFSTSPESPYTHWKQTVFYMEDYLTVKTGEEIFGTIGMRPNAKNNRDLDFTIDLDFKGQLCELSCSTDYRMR
NPR1 activator – GC-A stimulated cGMP production enhancers – HEK293 GC-A cells, cGMP TR-FRET, EC30 ANP, primary screen; actives 0.14% (n = 370,000); Atrial natriuretic peptide receptor 1 (Homo sapiens), P16066; activation, % at 10 µM; 0% at EC30 ANP, 100% saturating ANP; AID 1671463, 2021; in the data active = activation above about 40%
UHRF1 MBD2 ctr – UHRF1 methylated DNA binding inhibitors, primary screen, counter-screen for MBD2 inhibitor project, biochemical, TR-FRET, human UHRF1, single concentration. E3 ubiquitin-protein ligase UHRF1 (Homo sapiens), Q96T88. UHRF1 binding to methylated oligo. inhibition, % at 4.4 µM. actives 0.75% (n = 370,000). AID 687016, 2013; in the data active = inhibition above about 21%;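 note: UHRF1 SRA domain binding a hemimethylated CpG hairpin DNA probe; 0% = median of test compound wells and 100% = reference inhibitor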
MBD2 DNA inh – inhibitors of MBD2 binding to methylated DNA, primary screen, biochemical, TR-FRET, DNA-binding domain, human. MBD2 binding to methylated oligonucleotide. actives 0.31% (n = 370,000). inhibition, % at 4.4 µM. Methyl-CpG-binding domain protein 2 (Homo sapiens), Q9UBB5; in the data active = inhibition above about 13%
* marks the source's active call; other numbers are inactive results; . = not tested or not shown. Not all compounds are listed; rates above refer to the full screens.

SMILES | SIAE inh | rCAG RNA binder | HTRA1 inh | NPR2 activator | mABHD4 FP | TCR CD3 inh | PRMT1 inh | NPR1 activator | UHRF1 MBD2 ctr | MBD2 DNA inh
CCCCN1C[C@H](COC(=O)CCC)Oc2cccc(F)c2S1(=O)=O | 3 | -2 | -2 | 2 | -3 | 1 | -7 | -2 | -3 | -5
O=S(=O)(c1ccc(F)cc1)N1CCN(c2nc(-c3ccc(F)cc3)cs2)CC1 | -4 | 6 | -14 | 1 | -6 | -5 | -3 | -3 | -5 | 2
CC(C)NC(=O)NC(=O)COc1ncnc2sccc12 | -1 | 2 | 7 | -1 | 1 | 4 | -1 | -3 | -1 | -6
O=C1C(Cl)=C(NCCCN2CCOCC2)C(=O)N1CCc1ccccc1 | 1 | -3 | 3 | 2 | -1 | -12 | -1 | 2 | -2 | 5
CCOc1ccc(N2C(=O)CC(N3CCc4ccccc43)C2=O)cc1 (stereo unspecified) | 3 | -5 | -2 | 16 | 3 | -2 | -1 | 1 | 15 | -2
Cc1nn(Cc2ccccc2)c(Cl)c1C(=O)OC(C)C#N (stereo unspecified) | 0 | -2 | 17 | 13 | -10 | -7 | 1 | 9 | 8 | -4
CCS(=O)(=O)N1CCN(c2ncnc3sc(C)c(C)c23)CC1 | 3 | -5 | -24 | 3 | 2 | 1 | -2 | -4 | 0 | 4
COc1ccc(-n2cc(-c3ccc(Br)cc3)[nH]c2=S)cc1 | -3 | 4 | -2 | -3 | -3 | 5 | 3 | 6 | -2 | -11
O=C(c1ccco1)N1CCN(C(=O)c2ccco2)C1=S | 2 | 2 | 10 | -1 | 3 | -9 | 13 | -1 | 3 | 4
CCCCCN(C(=O)CCC(=O)OCC(=O)N(CC)C1CCCCC1)c1c(N)n(CCCC)c(=O)[nH]c1=O | -1 | -16 | 6 | -1 | -3 | -3 | -3 | 3 | 3 | -2
CCOc1cccc(N(C(=O)CCC(=O)Nc2cc(C)on2)C(C(=O)NC(C)(C)C)c2ccc(OC)cc2)c1 (stereo unspecified) | -9 | -1 | -23 | -9 | -1 | -6 | -1 | -9 | -2 | -1
COc1ccccc1C(C)NC(=O)CCNC(=O)c1ccc(Cl)cc1 (stereo unspecified) | 6 | -1 | 7 | -2 | 0 | 4 | -2 | 2 | -1 | -8
COc1ccccc1N1C(=O)S/C(=C\c2ccc(C)s2)C1=O | -5 | 0 | -8 | 2 | -3 | -2 | -1 | 0 | 7 | -5
O=[N+]([O-])CC(=Nc1ccc(Cl)cc1)N/N=C\c1oc(O)c2ccccc12 | 5 | 53* | 7 | -3 | 2 | -2 | 14 | -8 | -2 | 4
O=C(COC(=O)c1cc(S(=O)(=O)N2CCOCC2)ccc1Cl)NCCc1ccccc1 | -4 | 1 | 4 | 0 | -8 | -11 | -2 | -1 | 3 | -4
Cc1cc(C)cc(OCC(=O)Nc2ccc3c(c2)OCCO3)c1 | 6 | -5 | -8 | -3 | -2 | -1 | -3 | 4 | 14 | 5
CCNc1nc(Cl)nc(NC2CCCCC2)n1 | -8 | -3 | 0 | 5 | -2 | 5 | 0 | 0 | 1 | -2
O=C(Nc1cccc(-c2nnc(-c3ccco3)o2)c1)c1ccccc1 | -14 | 2 | . | 6 | -12 | 1 | 1 | 6 | 4 | -1
C[C@@H]1CCCCO[C@H](CN(C)Cc2ccncc2)[C@@H](C)CN([C@H](C)CO)C(=O)c2cc(N(C)C)ccc2O1 | 3 | 2 | . | 2 | 0 | 6 | 0 | 1 | 0 | 5
O=C(Cn1c(NCCO)nc2ccccc21)Nc1cccc(S(=O)(=O)N2CCCC2)c1 | 3 | 9 | 0 | -1 | -1 | 6 | -4 | -3 | 2 | 1
Cc1oc2cc(Br)c(O)c(Br)c2c1C(=O)c1ccccc1 | -7 | 15 | -9 | -5 | 45* | 5 | 2 | 0 | 1 | 1
O=C(CCN1C(=O)S/C(=C/c2ccc(F)cc2)C1=O)Nc1ccc(O)c(C(=O)O)c1 | 5 | 51* | 4 | 3 | 3 | 8 | 2 | -1 | -3 | -5
CCOC(=O)C1CCN(C(=O)Cn2nc(C)c3c(C)n(-c4ccccc4)nc3c2=O)CC1 | 0 | -9 | 4 | 2 | -4 | 3 | -1 | -1 | 0 | -8
Cc1cc(C)c2c(c1)-c1cc(C)nn1C(c1ccc3c(c1)OCO3)N2 (stereo unspecified) | -3 | 1 | -4 | -5 | 7 | -1 | 2 | -6 | -2 | 7
O=C(NC(=S)Nc1cccc(Cl)c1Cl)C1CC1 | -1 | 3 | -20 | 4 | -3 | 12 | -2 | 0 | -1 | -3

In the list so far, these contain four or more nitrogen atoms:
SMILES | SIAE inh | rCAG RNA binder | HTRA1 inh | NPR2 activator | mABHD4 FP | TCR CD3 inh | PRMT1 inh | NPR1 activator | UHRF1 MBD2 ctr | MBD2 DNA inh
CC(C)NC(=O)NC(=O)COc1ncnc2sccc12 | -1 | 2 | 7 | -1 | 1 | 4 | -1 | -3 | -1 | -6
CCS(=O)(=O)N1CCN(c2ncnc3sc(C)c(C)c23)CC1 | 3 | -5 | -24 | 3 | 2 | 1 | -2 | -4 | 0 | 4
CCCCCN(C(=O)CCC(=O)OCC(=O)N(CC)C1CCCCC1)c1c(N)n(CCCC)c(=O)[nH]c1=O | -1 | -16 | 6 | -1 | -3 | -3 | -3 | 3 | 3 | -2
CCOc1cccc(N(C(=O)CCC(=O)Nc2cc(C)on2)C(C(=O)NC(C)(C)C)c2ccc(OC)cc2)c1 (stereo unspecified) | -9 | -1 | -23 | -9 | -1 | -6 | -1 | -9 | -2 | -1
O=[N+]([O-])CC(=Nc1ccc(Cl)cc1)N/N=C\c1oc(O)c2ccccc12 | 5 | 53* | 7 | -3 | 2 | -2 | 14 | -8 | -2 | 4
CCNc1nc(Cl)nc(NC2CCCCC2)n1 | -8 | -3 | 0 | 5 | -2 | 5 | 0 | 0 | 1 | -2
C[C@@H]1CCCCO[C@H](CN(C)Cc2ccncc2)[C@@H](C)CN([C@H](C)CO)C(=O)c2cc(N(C)C)ccc2O1 | 3 | 2 | . | 2 | 0 | 6 | 0 | 1 | 0 | 5
O=C(Cn1c(NCCO)nc2ccccc21)Nc1cccc(S(=O)(=O)N2CCCC2)c1 | 3 | 9 | 0 | -1 | -1 | 6 | -4 | -3 | 2 | 1
CCOC(=O)C1CCN(C(=O)Cn2nc(C)c3c(C)n(-c4ccccc4)nc3c2=O)CC1 | 0 | -9 | 4 | 2 | -4 | 3 | -1 | -1 | 0 | -8

Carrying on:
SMILES | SIAE inh | rCAG RNA binder | HTRA1 inh | NPR2 activator | mABHD4 FP | TCR CD3 inh | PRMT1 inh | NPR1 activator | UHRF1 MBD2 ctr | MBD2 DNA inh
CC(CC(=O)O)CC1=NS(=O)(=O)c2ccccc2N1 (stereo unspecified) | 1 | -1 | -2 | 3 | -3 | 2 | 2 | 0 | 1 | 1
O=C(CCn1c(=S)[nH]c2ccccc2c1=O)Nc1cccc(Cl)c1 | -5 | 7 | -9 | -13 | -7 | 5 | -4 | -5 | 5 | -4
CCc1cc2ccc(OC)cc2nc1SCC(=O)NNC(=O)c1ccco1 | -11 | 15 | -10 | -5 | -4 | 8 | 18 | -7 | -1 | 0
O=C(Nc1cccc(Cl)c1)N1CCN(Cc2ccccc2)CC1 | -2 | -3 | 4 | -6 | 1 | -4 | 6 | -1 | 3 | 4
Cc1[nH]c2ccccc2c1/C=N/NC(=O)c1cccc(F)c1 | 0 | 2 | -2 | 1 | 5 | -9 | 2 | 3 | -1 | -1
C[C@@H]1C[C@@H]2O[C@H]2/C=C\C=C\C(=O)Cc2c(Cl)c(O)cc(O)c2C(=O)O1 | -10 | 29 | -14 | 1 | 12 | 3 | 8 | -8 | 9 | -4
O=C1Nc2ccc(Cl)cc2C12Nc1ccccc1-c1nnc(SCc3ccccc3F)nc1O2 (stereo unspecified) | 5 | 17 | -5 | -7 | -4 | 3 | 1 | -5 | -8 | -7
Cc1ccc(-c2nnc(N3CCN(C(=O)c4ccco4)CC3)c3ccccc23)cc1 | 0 | 7 | -15 | 8 | -3 | -8 | 2 | 8 | 6 | 4
CCn1c(=S)sc2c(=O)n(CC(=O)Nc3cccc(Cl)c3)c(C)nc21 | -10 | 22 | -14 | -3 | -6 | 7 | -2 | 0 | -1 | 0
Fc1ccc(NC(=S)N/N=C/c2ccc(F)c(F)c2)cc1 | 0 | -2 | -12 | -2 | -3 | -1 | 5 | -4 | 0 | 3
COc1ccccc1CNC(=O)c1cccc(NC(=O)c2ccccc2)c1 | -49 | 5 | -51 | 2 | -24 | 1 | 4 | 4 | 1 | 7
O=C(CN(C(=O)Cn1nnc(-c2ccccc2F)n1)c1cnc2ccccc2c1)NCC1CCCO1 (stereo unspecified) | 5 | -4 | -2 | 2 | 1 | 5 | -4 | 1 | 0 | 0
Cc1ccc(-n2c(C)nc3c(cnn3-c3ccc(C)c(C)c3)c2=O)cc1C | -16 | -1 | -32 | 13 | 3 | 0 | 2 | 2 | 0 | 5
COc1cccc(CNC(=O)CCS(=O)(=O)c2ccc3c(c2)NC(=O)CS3)c1 | -2 | 9 | -1 | 2 | -7 | -1 | -1 | -3 | -1 | -4
Cc1ccc(CNC(=O)Cn2nnc3ccccc3c2=O)cc1 | 1 | 2 | 10 | 10 | -2 | 3 | 0 | 0 | 0 | -4
COc1ccc(NC(=O)CON=CC(=O)Nc2ccc(C)cc2)c(OC)c1 | -4 | -1 | -4 | -7 | 5 | -14 | 2 | -3 | -2 | 3
Cc1ccc(C)c(NC(=O)Cn2nc(C(F)(F)F)cc2C2CC2)c1 | 3 | -2 | 5 | 4 | 1 | -6 | -2 | 1 | -3 | 3
O=C(O)CCc1ccc(-c2ccccc2)n1CC1CCCO1 (stereo unspecified) | 0 | 0 | -5 | 3 | 5 | 7 | -1 | 3 | -5 | 0
O=C(CSc1nncs1)NC(=O)NCc1ccco1 | -10 | 2 | 4 | . | 2 | -4 | 4 | . | 3 | -1
O=C(O)C1(Cc2nc3ccccc3[nH]2)CCCC1 | 7 | 0 | 4 | -2 | 4 | -3 | 3 | 0 | 2 | 3
CCN(CC(=O)NCc1cccs1)c1ccc(S(=O)(=O)N2CCOCC2)cn1 | 3 | -3 | -1 | 2 | 2 | -6 | 0 | 1 | -1 | 1
